TEAD-YAP block: TEAD-YAP interaction inhibition | HEK-TIYL cells, TEAD-Gal4/YAP UAS-luciferase luminescence | inhibition, % at 9.12 µM | 640,000 tested, 1.4% active | AID 1259422; in the data active = inhibition above about 32%;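 also: 0% = median of test compound wells and 100% = reference inhibitor wells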
FBW7 act: activators of human E3 ligase FBW7 | Q969H0 | AlphaScreen FBW7–phospho-cyclin E peptide binding, activator screen | normalized activity (activation), % at 26.1 µM | 650,000 tested, 0.13% active | AID 1259310; in the data active = normalized activity above about 1.9%;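 also: purified mutant Fbw7 with reduced substrate affinity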
GPR151 activ: activates the human receptor GPR151; AID 1508602; activation, % at 11.2 µM; PathHunter beta-arrestin GPR151 cells, luminescence; 650,000 tested, 1% active; Q8TDV0; in the data active = activation above about 4.9%;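 also: 0% = median of compound wells and 100% = cells with positive control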
Target sequence (Q8TDV0 whole entry, looked up): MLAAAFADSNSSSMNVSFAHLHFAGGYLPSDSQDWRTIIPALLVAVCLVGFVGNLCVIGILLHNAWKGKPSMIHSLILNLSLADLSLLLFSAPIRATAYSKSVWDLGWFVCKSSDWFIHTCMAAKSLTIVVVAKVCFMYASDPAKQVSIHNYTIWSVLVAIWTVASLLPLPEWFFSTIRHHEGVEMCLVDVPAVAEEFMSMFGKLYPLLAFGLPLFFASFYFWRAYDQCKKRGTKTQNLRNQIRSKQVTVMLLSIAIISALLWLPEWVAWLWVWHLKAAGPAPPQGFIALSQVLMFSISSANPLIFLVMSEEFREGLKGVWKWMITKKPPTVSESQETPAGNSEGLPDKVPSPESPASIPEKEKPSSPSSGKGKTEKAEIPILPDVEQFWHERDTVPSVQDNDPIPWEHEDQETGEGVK
MITF inh: inhibitors of human MITF. inhibition, % at 2.6 µM. AlphaScreen MITF homodimerization, bead proximity signal. O75030. AID 1259374. 650,000 tested, 0.91% active; in the data active = inhibition above about 50%;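 also: 0% = vehicle wells with protein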
Target sequence (O75030 whole entry, looked up): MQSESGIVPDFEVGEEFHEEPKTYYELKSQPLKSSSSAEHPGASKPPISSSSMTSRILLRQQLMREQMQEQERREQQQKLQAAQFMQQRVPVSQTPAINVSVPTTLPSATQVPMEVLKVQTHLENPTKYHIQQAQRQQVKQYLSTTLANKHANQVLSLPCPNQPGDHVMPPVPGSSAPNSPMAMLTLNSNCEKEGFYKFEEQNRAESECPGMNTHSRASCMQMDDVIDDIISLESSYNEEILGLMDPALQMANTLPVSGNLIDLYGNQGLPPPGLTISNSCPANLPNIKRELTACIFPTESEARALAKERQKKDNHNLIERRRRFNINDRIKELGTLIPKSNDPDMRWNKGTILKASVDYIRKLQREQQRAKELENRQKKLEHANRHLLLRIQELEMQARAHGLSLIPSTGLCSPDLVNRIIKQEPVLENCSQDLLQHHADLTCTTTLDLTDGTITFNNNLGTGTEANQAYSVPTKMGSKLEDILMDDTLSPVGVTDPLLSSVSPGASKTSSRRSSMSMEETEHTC
An asterisk follows results filed as active. The order is random; about 3.5% have a hit in one of these screens.

1) COc1ccccc1/C=C1\N=C(c2ccc(OC)c([N+](=O)[O-])c2)OC1=O
2) O=C(CCC(=O)N(CC(=O)NC1CCCC1)Cc1cccs1)Nc1nccs1
3) COc1ccc(Cl)cc1NC(=O)CNC(=O)Cn1cnc2sc3c(c2c1=O)CCCC3
4) Cc1ncc(-c2ccncc2)c(C2CCCNC2)n1 (stereo not given)
5) CN(CC(=O)Nc1ccccc1)S(=O)(=O)c1ccccc1
6) O=C(CCc1nc(-c2ccccc2F)no1)N1CCN(c2cccc(C(F)(F)F)c2)CC1

assay / compound | 1 | 2 | 3 | 4 | 5 | 6
TEAD-YAP block | -4 | 9 | 13 | -3 | -4 | 7
FBW7 act | 0.0 | 0.5 | 0.0 | -0.1 | 0.1 | 0.1
GPR151 activ | -1.4 | 0.1 | -0.4 | -0.5 | -1.6 | 1.3
MITF inh | -18 | 11 | -2 | -2 | -10 | 9

Grouped by structure, the entries above containing a thiophene ring, fused or not.
2) O=C(CCC(=O)N(CC(=O)NC1CCCC1)Cc1cccs1)Nc1nccs1
3) COc1ccc(Cl)cc1NC(=O)CNC(=O)Cn1cnc2sc3c(c2c1=O)CCCC3

assay / compound | 2 | 3
TEAD-YAP block | 9 | 13
FBW7 act | 0.5 | 0.0
GPR151 activ | 0.1 | -0.4
MITF inh | 11 | -2

Further compounds:
7) O=c1[nH]c(N2CCOCC2)nc2c1CCN(Cc1cccc3cccnc13)C2
8) COc1ccc(C(=O)N(CCCN2C(=O)c3cccc4cccc(c34)C2=O)c2ccc(C)cc2OC)cc1
9) Cc1ccc2nc(-c3ccc(O)cc3O)cn2c1
10) CC1(C)SC(=S)N(c2ccccc2)C1n1oc(=O)n(-c2ccc(Cl)cc2)c1=O (stereo not given)
11) Nc1nc(Cl)cc(Oc2ccc(Br)cc2)n1
12) COC(=O)c1ccc(NC(=S)NC(C)(C)C)cc1

assay / compound | 7 | 8 | 9 | 10 | 11 | 12
TEAD-YAP block | -4 | -2 | 80* | -3 | -18 | -29
FBW7 act | -0.2 | 0.0 | -0.4 | -0.2 | 0.1 | 0.2
GPR151 activ | -0.3 | 2.8 | 0.9 | 0.2 | -0.6 | 0.6
MITF inh | -14 | 6 | 0 | 2 | 5 | -16

13) Cc1cc(NC(=O)C(=O)NCCN2CCN(S(C)(=O)=O)CC2)ccc1Br
14) Clc1ccc(Nc2nc3c(s2)CCCC3)cc1
15) CCOC(=O)c1sc(N)c(C#N)c1CSc1nnnn1-c1ccc(OC)cc1
16) COc1ccccc1C1(NC(=O)Cc2ccc3c(c2)OCO3)CCCC1
17) COCCn1c(-c2ccc(Cl)cc2)cnc1SCC(=O)NCc1cccs1
18) Cc1cccc(NC(=O)c2cc3c(ccc4ccccc43)oc2=O)c1

assay / compound | 13 | 14 | 15 | 16 | 17 | 18
TEAD-YAP block | 9 | -54 | 3 | -8 | 9 | -13
FBW7 act | 0.3 | -0.1 | 0.0 | 0.0 | -0.1 | -0.1
GPR151 activ | 0.2 | -0.5 | 0.1 | -1.5 | 0.6 | 0.4
MITF inh | -4 | 11 | 8 | -1 | 3 | -2

19) NC(=O)COC(=O)c1ccc(Br)o1
20) O=C(NC1CCN(Cc2ccccc2)CC1)c1cccc(Br)c1
21) O=C1CCCC2=C1C(c1cc(Br)ccc1F)n1c(nc3ccccc31)N2 (stereo not given)
22) O=S(=O)(CCc1ccccc1)N1CCOC(c2ccccc2)C1 (stereo not given)
23) COCCN1CCN(C(=O)CCc2nnc(CCc3c[nH]c4ccccc34)o2)CC1
24) C/C(CC(=O)NC12CC3CC(CC(C3)C1)C2)=N\NC(N)=O

assay / compound | 19 | 20 | 21 | 22 | 23 | 24
TEAD-YAP block | -3 | -2 | 22 | 8 | -2 | -10
FBW7 act | 0.1 | -0.1 | 0.6 | -0.1 | 0.1 | -0.1
GPR151 activ | 0.6 | -0.3 | 2.2 | -0.2 | -0.8 | -1.3
MITF inh | -5 | -7 | 20 | 5 | 15 | -3

25) COC(=O)c1cccc2c1NC(c1ccc(Br)cc1)C1CC=CC21 (stereo not given)
26) O=C(CCc1csc(NC(=O)c2ccc(F)cc2)n1)NCc1c(F)cccc1F
27) CC(C)=C1C2CCC1C(C(=O)NCc1ccccc1)C2C(=O)O (stereo not given)
28) CC1(C)OCC(CNC(=O)c2cnc3sc4ccccc4n3c2=O)O1 (stereo not given)
29) CCN(CC(=O)N1CCC(Cc2ccccc2)CC1)S(=O)(=O)c1ccc(Cl)cc1
30) COc1ccc(/C=N/NC(=O)c2cccc([N+](=O)[O-])c2)cc1I

assay / compound | 25 | 26 | 27 | 28 | 29 | 30
TEAD-YAP block | -10 | 19 | 1 | -11 | 10 | 3
FBW7 act | 0.1 | 0.0 | 0.0 | 0.1 | -0.2 | 0.0
GPR151 activ | 0.1 | 1.0 | -1.0 | -0.3 | 0.5 | 1.7
MITF inh | 22 | 4 | 15 | 2 | -6 | 13

31) Cc1ccc(C)c(C(=O)Nc2nnc(CC(C)C)s2)c1
32) CCOC(=O)c1nn(-c2ccc(C)c(C)c2)cc1O
33) Cc1ccc(C(c2nnnn2C(C)C)N2CCN(c3nc4ccccc4s3)CC2)cc1 (stereo not given)
34) N#C/C(=C\c1cccc(Br)c1)c1nn(-c2ccccc2)c(N)c1C#N
35) CC1=NN(C(=O)C2c3ccccc3Oc3ccccc32)C(O)(C(F)F)C1 (stereo not given)
36) Cc1ncc(CN2CCC(n3nccc3NC(=O)CCCc3ccccc3)CC2)s1

assay / compound | 31 | 32 | 33 | 34 | 35 | 36
TEAD-YAP block | 6 | -35 | -3 | -1 | 3 | 10
FBW7 act | -0.1 | -0.2 | 0.1 | 0.0 | 0.0 | 0.1
GPR151 activ | -1.0 | -0.3 | -0.2 | -0.1 | -1.7 | 0.9
MITF inh | 4 | -1 | 13 | 7 | -18 | 6

37) O=C(N/N=C/c1ccc(Cl)cc1)c1ccccc1[N+](=O)[O-]
38) COC(=O)CSc1nc2sc3c(c2c(=O)n1-c1ccc(OC)cc1)CCCCC3
39) CCC(=O)N1c2ccccc2-c2nnc(SC)nc2OC1c1ccco1 (stereo not given)
40) CCC(=O)NC(c1ccc(C)cc1)c1cc([N+](=O)[O-])c2cccnc2c1O (stereo not given)
41) CC1=C(C(=O)OCC2CCCCC2)C(c2ccccc2[N+](=O)[O-])CC(=O)N1 (stereo not given)
42) CCOC(=O)c1ccc(CN(Cc2ccc(F)cc2)S(=O)(=O)c2ccc(Cl)cc2)cc1

assay / compound | 37 | 38 | 39 | 40 | 41 | 42
TEAD-YAP block | -4 | 4 | 2 | 1 | -9 | -12
FBW7 act | -0.2 | 0.1 | 0.1 | -0.6 | -0.1 | 0.0
GPR151 activ | 1.6 | -0.7 | 1.1 | 1.1 | -0.1 | -0.4
MITF inh | 1 | 8 | 14 | 26 | -10 | -8

43) O=c1c2cc3c(cc2[nH]c(=S)n1C1CCCC1)OCO3
44) Cc1csc(NNS(=O)(=O)c2ccc(Cl)cc2)n1
45) O=C(Nc1ccccc1[N+](=O)[O-])c1ccc2ccccc2n1
46) COc1ccc(NC(=O)C2=C(C)NC(=O)NC2c2ccccc2F)cc1 (stereo not given)
47) COc1ccc([N+](=O)[O-])cc1N=Cc1c(O)[nH]c2ccccc12
48) Clc1ccc(Nc2nc(-c3cccs3)cs2)cc1

assay / compound | 43 | 44 | 45 | 46 | 47 | 48
TEAD-YAP block | 8 | -2 | -39 | -3 | 3 | -57
FBW7 act | 0.1 | 0.0 | 0.0 | 0.0 | -0.1 | -0.1
GPR151 activ | -1.1 | 0.1 | 0.4 | 0.9 | 1.9 | 0.0
MITF inh | 5 | 5 | 8 | -4 | -6 | -8

49) CC1(C)Cc2c(ccc3ccccc23)/C(=C/C#N)N1
50) O=C1NC(=O)/C(=C\c2cc(Br)c(OCc3ccc(F)cc3)c(Br)c2)N1
51) CC(C)CC(=O)Nc1ccc(C(=O)COc2ccc(F)cc2)cc1
52) CN(C(=O)c1ccn(C)n1)C(Cc1ccccc1)C1CCN(C(=O)C2CCCO2)CC1 (stereo not given)
53) COc1cccc(-c2nn(C)c3sc(C(=O)N4CCN(c5ccccn5)CC4)cc23)c1
54) COc1ccc(NC(=O)c2sc3ncn(CC(=O)N4CCCC4)c(=O)c3c2C)c(OC)c1

assay / compound | 49 | 50 | 51 | 52 | 53 | 54
TEAD-YAP block | 1 | -13 | -39 | 3 | 35* | -4
FBW7 act | -0.5 | 0.0 | 0.0 | 0.1 | -0.3 | -0.2
GPR151 activ | 2.0 | 0.3 | 0.6 | -0.6 | 0.3 | 1.6
MITF inh | 5 | 5 | -4 | 8 | -4 | -10

55) Cc1nnc(SCC(=O)N2CCOc3ccc(CN4CCCC4)cc3C2)s1
56) O=C(NC1CCCCC1)N1c2ccccc2Sc2ccccc21
57) O=C(Nc1ccc(I)cc1)c1cn(-c2ccccc2)nc1-c1ccncc1
58) c1ccc(-c2nc(-n3ccnc3)nc(-n3ccnc3)n2)cc1
59) O=C(Cn1c(=O)n(Cc2ccccc2)c(=O)c2ccccc21)c1ccccc1
60) COC(=O)C(CC(C)C)NC(=O)c1ccc(C)c(C)c1 (stereo not given)

assay / compound | 55 | 56 | 57 | 58 | 59 | 60
TEAD-YAP block | 6 | -2 | -3 | 7 | 0 | -6
FBW7 act | -0.1 | 0.1 | 0.0 | -0.2 | 0.1 | 0.1
GPR151 activ | 1.0 | 0.5 | 1.0 | 1.7 | 5.0* | -1.3
MITF inh | -3 | 6 | 7 | -5 | -2 | 9

61) CCC(C)Nc1ncnc2c1cnn2-c1ccc(Cl)cc1 (stereo not given)
62) COc1ccc([N+](=O)[O-])cc1NC(=O)c1ccccc1N(C)S(C)(=O)=O
63) O=C(Cn1cnc2ccccc2c1=O)NCc1ccc(Cl)cc1
64) O=C(Oc1ccc(F)cc1)N1CCN2C(=O)[C@@H]3C[C@@H](O)CN3C(=O)[C@H]2C1
65) CSc1nsc(SC)c1C#N
66) O=C(N/N=C/c1ccc(OC(=O)c2ccco2)c([N+](=O)[O-])c1)c1ccncc1

assay / compound | 61 | 62 | 63 | 64 | 65 | 66
TEAD-YAP block | 37* | 0 | 5 | -7 | 1 | 0
FBW7 act | -0.1 | -0.1 | 0.0 | 0.0 | 0.0 | -0.1
GPR151 activ | -0.8 | 0.3 | 0.5 | 0.3 | 0.0 | -4.8
MITF inh | -2 | 0 | 4 | 1 | -2 | 12

67) O=C(CN1C(=O)CCC1=O)Nc1ccc2c3c(cccc13)CC2
68) Cc1ccc(OC(=O)CCC(=O)Nc2ccc(S(=O)(=O)Nc3cc(C)on3)cc2)cc1
69) CCc1ccc(C(=O)NNC(=O)COC)cc1
70) O=C(Nc1ccncc1)Nc1ccc(F)c(Cl)c1
71) O=C(Nc1ccc(S(=O)(=O)Nc2cnc3ccccc3n2)cc1)c1ccccc1F
72) COc1cccc(CN2CCC(C(=O)N3CCOCC3)CC2)c1OC

assay / compound | 67 | 68 | 69 | 70 | 71 | 72
TEAD-YAP block | 4 | -19 | -7 | -6 | 5 | -1
FBW7 act | 0.1 | 0.0 | -0.1 | 0.2 | -0.2 | 0.1
GPR151 activ | 0.0 | -0.6 | 1.3 | -0.4 | -0.3 | -0.5
MITF inh | 12 | 1 | 0 | 16 | -2 | 39

Rewritten with values under each structure: part of the list above.
Values run as follows: TEAD-YAP block | FBW7 act | GPR151 activ | MITF inh
[68] Cc1ccc(OC(=O)CCC(=O)Nc2ccc(S(=O)(=O)Nc3cc(C)on3)cc2)cc1
    -19 | 0.0 | -0.6 | 1
[69] CCc1ccc(C(=O)NNC(=O)COC)cc1
    -7 | -0.1 | 1.3 | 0
[70] O=C(Nc1ccncc1)Nc1ccc(F)c(Cl)c1
    -6 | 0.2 | -0.4 | 16
[71] O=C(Nc1ccc(S(=O)(=O)Nc2cnc3ccccc3n2)cc1)c1ccccc1F
    5 | -0.2 | -0.3 | -2
[72] COc1cccc(CN2CCC(C(=O)N3CCOCC3)CC2)c1OC
    -1 | 0.1 | -0.5 | 39

The list continues.
73) O=C(Nc1ccccc1Cl)c1ccc2nsnc2c1
74) Cc1cccc(C2=N/C(=C\c3cccc(I)c3)C(=O)O2)c1
75) CC(=O)C(C)n1c(=O)c2c(nc3n(-c4ccccc4C)c(C)cn23)n(C)c1=O (stereo not given)
76) Cc1cc(N2CCCC(CCC(=O)NCc3ccccc3F)C2)nc(N)n1 (stereo not given)
77) Cc1nn(-c2cc(Sc3nncn3C)ccc2[N+](=O)[O-])c(=O)c2ccccc12
78) O=C(NCc1cccs1)c1cc(-c2ccc(Cl)cc2)on1

assay / compound | 73 | 74 | 75 | 76 | 77 | 78
TEAD-YAP block | -48 | 5 | -2 | -10 | 0 | 4
FBW7 act | -0.1 | 0.0 | -0.1 | 0.0 | 0.1 | 0.0
GPR151 activ | -4.7 | -0.1 | -0.4 | 0.7 | -0.9 | -0.6
MITF inh | -4 | -9 | -6 | -5 | -6 | 10

79) Cn1c(=O)c2nc(SCC(=O)Nc3cc(Cl)cc(Cl)c3)n(C)c2n(C)c1=O
80) CC1=CC(C)(C)N(C(=O)NC2CCCCC2)c2ccc(C)cc21
81) CC(C)C1N=C2c3ccccc3N=C(SCc3ccccc3F)N2C1=O (stereo not given)
82) CCCCN(C)CCCn1cnc2c([nH]c3ccc(Cl)cc32)c1=O
83) OCCNNC(=S)Nc1ccc(OC(F)F)cc1

assay / compound | 79 | 80 | 81 | 82 | 83
TEAD-YAP block | -2 | 2 | -17 | -12 | -5
FBW7 act | 0.1 | 0.1 | 0.0 | 0.6 | -0.1
GPR151 activ | -1.9 | -0.2 | -2.5 | -1.5 | -1.7
MITF inh | 17 | 2 | 5 | 0 | 2
